# Screening data deposited in PubChem by several laboratories.
# MrgX1 agonist: activates human MrgX1 receptor signaling. Q96LB2. B-score at 10 µM. AID 588627. 0.44% of 310,000 active. MrgX1-HEK293 cells, Fluo-4 calcium fluorescence, agonist mode; active compounds read high;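 active = calcium response B-score plate-corrected fluorescence ratio at least 3 library SD, with starting fluorescence B-score inside 5 SD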
#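 Test system: HEK293 cells stably expressing human MrgX1 receptor; amount: 15,000 cells per well; doses: compound delivered in addition one of three; times: overnight plating before 1 h dye loading; detection: Fluo-4 NW calcium-flux fluorescence, kinetic read; read-out basis: B-scored fluorescence response ratio; controls: positive and negative controls per plate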
# MrgX1 antagonist: antagonists of human MrgX1 receptor. Q96LB2. B-score at 10 µM. MRGX1-HEK293 calcium flux, Fluo-4, BAM8-22 antagonism; active compounds read low. 1.3% of 310,000 active;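 active = calcium-response B-score plate-corrected more than 3 library SD below zero, starting fluorescence within 5 deviations, no agonist response on first addition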;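 note: peak minus trough fluorescence over baseline after final BAM8-22 challenge near maximal dose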
# TRPC4 potent: TRPC4 (mouse) allosteric potentiation. Q9QUQ5. HEK293 TRPC4beta/mu-opioid, DAMGO EC20, Fluo-4 Ca2+ flux; active compounds read high. B-score at 10 µM. 0.42% of 310,000 active. AID 2227;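 active = B-score of calcium response area above 5 SD of library B-scores, with initial fluorescence ratio within 5 SD of library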;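 note: B-score of integrated fluorescence ratio over time as area under calcium response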
# TRPC4 act: activators of mouse TRPC4 channel; Q9QUQ5; AID 2237; 0.49% of 310,000 active; B-score at 10 µM; HEK293 TRPC4beta/mu-opioid, Fluo4 calcium fluorescence; active compounds read high;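 active = B-score above 5 SD of library B-scores, and initial fluorescence ratio not above library mean plus 5 SD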;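 note: positive B-score marks a calcium rise read as TRPC4 activation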
#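 Assay system: HEK293 stable line with TRPC4beta plus mu-opioid receptor. Times: dye 45 min RT, read 110 s. Measured by: kinetic Fluo4 calcium fluorescence. Measure: B score of integrated ratio. Controls: assay buffer as low control, maximal DAMGO as high control.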
# TRPC4 block: inhibitors of mouse TRPC4 channel; B-score at 10 µM; Q9QUQ5; AID 2247; HEK293 TRPC4beta/mu-opioid, DAMGO-evoked Fluo4 calcium flux; active compounds read low; 0.39% of 300,000 active;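 active = B-score over 3 SD under the library average, no early fluorescence shift, positive overall ratio signal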
#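 test system = HEK293 cells with stable TRPC4beta plus mu-opioid receptor expression | detection = Fluo4 Ca2+ flux fluorescence | read-out = integrated fluorescence ratio relative to baseline, converted to per-well B score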
# TRPC6 inh: mouse TRPC6 channel inhibition | Q61143 | HEK293-TRPC6, membrane potential dye, ACh-evoked depolarization; active compounds read low | B-score at 10 µM | 1.1% of 310,000 active | AID 2553;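 active = B-score under library mean minus 3 SD, initial fluorescence not abnormally high, positive integrated signal ratio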;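 note: B-score derived from integrated fluorescence ratio over the kinetic read; more negative B-score means stronger inhibition of depolarization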
# Target sequence (Q61143 whole entry, looked up): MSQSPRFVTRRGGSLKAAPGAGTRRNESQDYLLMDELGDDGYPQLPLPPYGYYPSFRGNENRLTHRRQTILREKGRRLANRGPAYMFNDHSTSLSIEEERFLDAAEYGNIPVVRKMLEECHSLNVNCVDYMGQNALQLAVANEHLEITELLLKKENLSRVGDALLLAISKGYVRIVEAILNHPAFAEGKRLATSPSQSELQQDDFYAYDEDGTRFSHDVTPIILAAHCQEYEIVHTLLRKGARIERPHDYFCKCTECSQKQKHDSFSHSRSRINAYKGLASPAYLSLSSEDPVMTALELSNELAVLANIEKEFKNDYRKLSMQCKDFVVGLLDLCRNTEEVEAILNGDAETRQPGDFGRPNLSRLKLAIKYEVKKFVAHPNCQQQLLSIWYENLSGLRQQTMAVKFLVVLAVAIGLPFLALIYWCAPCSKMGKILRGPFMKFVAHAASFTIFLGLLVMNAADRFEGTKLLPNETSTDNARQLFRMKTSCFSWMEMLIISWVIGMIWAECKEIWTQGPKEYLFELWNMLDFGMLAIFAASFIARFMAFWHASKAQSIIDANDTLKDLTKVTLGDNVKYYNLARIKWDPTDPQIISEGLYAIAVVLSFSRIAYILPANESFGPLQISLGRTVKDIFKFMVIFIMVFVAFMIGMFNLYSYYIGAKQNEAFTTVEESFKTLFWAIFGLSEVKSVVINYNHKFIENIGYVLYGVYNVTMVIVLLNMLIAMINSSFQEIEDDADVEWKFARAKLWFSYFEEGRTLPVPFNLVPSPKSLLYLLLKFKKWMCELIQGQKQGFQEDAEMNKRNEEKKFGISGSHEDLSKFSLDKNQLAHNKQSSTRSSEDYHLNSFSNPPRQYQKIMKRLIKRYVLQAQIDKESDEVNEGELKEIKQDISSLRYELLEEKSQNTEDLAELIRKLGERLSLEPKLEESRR
# TRPC6 activator: mouse TRPC6 channel activation | Q61143 | HEK293-TRPC6 membrane potential dye fluorescence; active compounds read high | B-score at 10 µM | 0.13% of 310,000 active | AID 2550;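 active = B-score of the integrated fluorescence ratio above library mean plus 3 SD, and starting fluorescence ratio within library mean plus 5 SD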;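 note: higher score means more depolarization so channel activation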
# MrgX1 PAM: allosterically activates human MrgX1 receptor signaling; 0.63% of 310,000 active; AID 588675; Q96LB2; MrgX1-HEK293, Fluo-4 calcium flux, FDSS; active compounds read high; B-score at 10 µM;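 active = plate-corrected calcium response at least 3 library SD above typical, normal starting fluorescence, not activating the receptor alone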;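 note: compound read alongside a low EC10 to EC30 dose of BAM8-22 agonist; peak minus trough fluorescence over baseline measured at the second addition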
# HIF act: HIF pathway transcriptional activation | U2OS HRE-luciferase reporter, luminescence; normalized: DMSO 0%, desferrioxamine 100% | activation, % at 7.5 µM (by protocol) | 0.32% of 300,000 active | AID 1910;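 active = mean activation of at least 10% of the iron chelator positive control signal, with at least half of replicates also reaching 10%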
# PolyA inh: blocks polyadenylation in yeast reporter cells | S. cerevisiae SKY197-pL101 polyadenylation reporter, beta-gal luminescence; efflux-impaired pdr1/pdr3 knockout yeast; score 100 = 6 SD above DMSO | calls only at 12 µM | 0.02% of 300,000 active | AID 1875;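 active = lowest replicate activity score at least 50, where 100 means six control SD above control mean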;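 note: yeast exposed to compound for 9 h at 30 °C; higher score means more reporter readthrough which indicates perturbed polyadenylation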
# AI-2 QS modul: modulators of Vibrio harveyi AI-2 quorum sensing system. Vibrio harveyi JMH597 AI-2 luminescence/OD600 ratio, 9 h; active compounds read low; strain lacks LuxN and CqsS sensors; 0 = neutral-control median. activity change, % at 7.5 µM. 0.4% of 300,000 active. AID 2094; in the data active = activity change below about -75%, passing the limit was not always enough;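 note: luminescence divided by OD600 gain over 9 h not by final OD600 alone; inactives centre near 13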
# An asterisk follows results filed as active; i = inactive; . = not tested or not shown. An excerpt; rates above refer to the full screens.
SMILES	MrgX1 agonist	MrgX1 antagonist	TRPC4 potent	TRPC4 act	TRPC4 block	TRPC6 inh	TRPC6 activator	MrgX1 PAM	HIF act	PolyA inh	AI-2 QS modul
CCn1cc(C(=O)NC(C)CCc2ccccc2)c(=O)c2cc(S(=O)(=O)N(C)C)ccc21 (stereo not given)	i	i	i	i	i	i	i	i	-0.5	i	27
CCn1c(SCc2ccccc2)nnc1-c1cccs1	i	i	i	i	i	i	i	i	1.6	i	-23
CCOC(=O)CN1C(=O)S/C(=C/c2ccc(N3CCCCC3)o2)C1=O	i	i	i	i	i	i	i	i	-1.1	i	7
COc1ccc(N2C(=O)C3CCCCC3C2=O)cc1NC(=O)c1ccccc1 (stereo not given)	i	i	i	i	i	i	i	i	-0.4	i	41
COc1ccc(CNc2nc(-c3ccccc3)nn2C(=O)c2ccc([N+](=O)[O-])cc2)cc1	i	i	i	i	i	i	i	i	1.0	i	-6
COC(=O)c1cn(NC(=O)Cc2ccc(Cl)c(Cl)c2)c(=O)c2ccccc12	i	i	i	i	i	i	i	i	-0.2	i	7
CC(C)OC(=O)CCc1nc2ccccc2[nH]c1=O	i	i	i	i	i	i	i	i	-1.1	i	1
Cc1sc(NC(=O)C2CCCCC2C(=O)O)c(C(N)=O)c1C (stereo not given)	i	i	i	i	i	i	i	i	-0.5	i	17
CN(Cc1cnccn1)Cc1nc(Cc2cccc(F)c2)no1	i	i	i	i	i	i	i	i	-1.0	i	5
CCO[C@@H]1OC(C(=O)O)=C[C@H](c2ccccc2)[C@H]1CCCO	i	i	i	i	i	i	i	i	2.1	i	0
Cc1sc(NC(=O)c2ccc(Cl)s2)c(C(N)=O)c1C	i	i	i	i	i	i	i	i	3.1	i	27
NS(=O)(=O)c1ccc(N/N=C2/CCCCC2C2CCCCC2)c([N+](=O)[O-])c1 (stereo not given)	i	i	i	i	i	i	i	i	0.7	i	42
CCN1CCN(CCCOc2ccccc2-c2ccccc2)CC1	i	i	i	i	i	i	i	i	.	i	-18
CC(C)(C)NC(=O)COc1ccc(CNn2nnnc2N)cc1	i	i	i	i	i	i	i	i	0.0	i	10
COc1cc(CNC2CCCC2)cc(Cl)c1OCc1ccccc1Cl	i	i	i	i	i	i	i	i	-0.4	i	43
C=CCN(C(=O)Cc1cccs1)c1nc(-c2ccc(S(C)(=O)=O)cc2)cs1	i	i	i	i	i	i	i	i	-0.2	i	25
Cc1ccc(OCC(=O)Nc2ccc(C)c(S(=O)(=O)N3CCCCC3)c2)c([N+](=O)[O-])n1	i	i	i	i	i	i	i	i	1.2	i	16
CC(C)N1CCC(N2CCN(Cc3cc4c(cc3Cl)OCO4)CC2CCO)CC1 (stereo not given)	i	i	i	i	i	i	i	i	-0.4	i	17
CCn1c(C)nnc1SCC(=O)Nc1ccc(N2CCOCC2)cc1	i	i	i	i	i	i	i	i	-0.2	i	9
CN(C)/C=C(\C#N)c1nc2ccccc2[nH]1	i	i	i	i	i	i	i	i	0.8	i	14
Cc1nnc(SCc2nc3scc(-c4ccccc4)c3c(=O)[nH]2)s1	i	i	i	i	i	i	i	i	0.0	i	2
O=C(CCNC(=O)c1ccc(Br)cc1)NCc1ccccn1	i	i	i	i	i	i	i	i	0.0	i	-8
CCCCNC(=O)CN(C1CCCCC1)S(C)(=O)=O	i	i	i	i	i	i	i	i	0.1	.	25
NC(=O)NC(Cc1ccccc1)C(=O)NCCCSc1ccccc1 (stereo not given)	i	i	i	i	i	i	i	i	-0.1	i	16
CC(=O)NC1CC2CCCC(C1)N2CC(=O)NCc1ccc(F)cc1 (stereo not given)	i	i	i	i	i	i	i	i	0.5	i	15
Cc1cccc(CS(=O)(=O)c2ncc(Cl)c(C(=O)Nc3ccc(F)cc3)n2)c1	i	i	i	i	i	i	i	i	-2.6	i	8
O=c1ccc(-c2ccccc2)nn1Cc1ccccc1	i	i	i	i	i	i	i	i	0.9	i	12
COc1ccccc1CC(=O)NC1CCCc2ccccc21 (stereo not given)	i	i	i	i	i	i	i	i	0.2	i	8
CCC1(NC(C)=O)CC2CC1CC2NC(C)=O (stereo not given)	i	i	i	i	i	i	i	i	-0.3	i	19
CCOC(=O)c1c(-c2ccccc2)oc2ccc(OCC(O)CNCCN(C)C)cc12 (stereo not given)	i	i	i	i	i	i	i	i	-22	i	16
CCn1c(=O)cc(OCC(=O)NCc2ccc(C)o2)c2ccccc21	i	i	i	i	i	i	i	i	-0.1	i	17
CC(C)NC(=O)C1CCN(C2CCN(CC3CC=CCC3)CC2)CC1 (stereo not given)	i	i	i	i	i	i	i	i	-0.1	i	19
CCCc1cc(C(N)=O)c(NC(=O)c2ccoc2C)s1	i	i	i	i	i	i	i	8.7*	0.5	i	40
CC(C)c1ccc(NC(=O)COC(=O)c2c[nH]c(=O)[nH]c2=O)cc1	i	i	i	i	i	i	i	i	-0.8	i	4
COc1ccc(-c2c(-c3cc(OC)c(OC)c(OC)c3)noc2C)cn1	i	i	i	i	.	i	i	i	0.2	i	6
Cc1cccc(NC(=O)CSc2nnc(CCC(=O)Nc3ccc(C)c(Cl)c3)n2C)c1	i	i	i	i	i	i	i	i	-0.1	i	23
Cc1cc(O)c(C=Nc2ccc(Cl)cn2)c(=O)o1	i	i	i	i	i	i	i	i	-0.1	i	4
COC(=O)c1nn(-c2ccccc2)c(Sc2ccc(OC)cc2)c1/C=N/O	i	i	i	i	i	i	i	i	0.0	i	6
O=C(NC1CCCCCC1)c1c2c(nc3ccccc13)CCN(Cc1ccccc1)C2	i	i	i	i	i	i	i	i	0.3	i	8
COc1ccc(NC(=O)CSc2nc(O)cc(=O)n2-c2ccccc2)cc1	i	i	i	i	i	i	i	i	0.6	i	38
O=C(CN1CCc2ccccc21)NC(=O)NCc1ccco1	i	i	i	i	i	i	i	i	0.7	i	13
Oc1oc(-c2ccccc2Br)nc1/C=N/c1ccccn1	i	i	i	i	i	i	i	i	0.6	i	-4
Cc1ccc(S(=O)(=O)N(CC#N)CC#N)cc1	i	i	i	i	i	i	i	i	-0.1	i	21
O=C(CSc1nnc(-c2ccncc2)n1-c1ccc(Cl)cc1)N1CCOCC1	i	i	i	i	i	i	i	i	0.1	i	4
CN1CCN(/C=N/c2c(C#N)cnn2Cc2ccccc2)CC1	i	i	i	i	i	i	i	i	-0.6	i	16

# The last 2 entries of the part above open the next one.
SMILES	MrgX1 agonist	MrgX1 antagonist	TRPC4 potent	TRPC4 act	TRPC4 block	TRPC6 inh	TRPC6 activator	MrgX1 PAM	HIF act	PolyA inh	AI-2 QS modul
O=C(CSc1nnc(-c2ccncc2)n1-c1ccc(Cl)cc1)N1CCOCC1	i	i	i	i	i	i	i	i	0.1	i	4
CN1CCN(/C=N/c2c(C#N)cnn2Cc2ccccc2)CC1	i	i	i	i	i	i	i	i	-0.6	i	16
COc1ccc(C(=O)COC(=O)c2cccnc2Cl)c(OC)c1	i	i	i	i	i	i	i	i	1.2	i	32
CS(=O)(=O)Nc1ccc(S(=O)(=O)Nc2nccs2)cc1	i	i	i	i	i	i	i	i	-0.1	i	6
CCO[C@H]1OC(C(N)=O)=C[C@@H](C2CCCCC2)[C@@H]1CCCO	i	i	i	i	i	i	i	i	-0.3	i	21
CC(=O)Nc1cc2ccccc2oc1=O	i	i	i	i	i	i	i	i	0.3	i	13
COc1ccc(N(C(=O)CNC(=O)c2ccco2)C(C(=O)NCC2CCCO2)c2ccccc2)c(OC)c1 (stereo not given)	i	i	i	i	i	i	i	i	-0.5	i	5
CN(C)C(=O)C(=O)c1cccn1-c1cccc(Cl)c1C#N	i	i	i	i	i	i	i	i	0.4	i	5
O=c1cc(-c2ccccc2)nc(Cc2c(Cl)cccc2Cl)[nH]1	i	i	i	i	i	i	i	i	-1.1	i	14
CCOC(=O)CSCC(=O)N1N=C(c2cccs2)CC1c1ccc(F)cc1 (stereo not given)	i	i	i	i	i	i	i	i	0.2	i	9
CCOC(=O)c1cc(N)cc([N+](=O)[O-])c1	i	i	i	i	i	i	i	i	0.1	i	8
Cc1[nH]c(=S)c(C#N)c(C)c1Cc1ccc(Cl)cc1Cl	i	i	i	i	i	i	i	i	0.0	i	5
Cc1cc(NC(=O)C2CCCCC2)ccc1NC(=O)c1ccccc1Cl	i	i	i	i	i	i	i	i	0.0	i	21
CCN(CC)CCOC(=O)c1ccc(N/C=C(/C#N)c2nc(-c3cccc(OC)c3)cs2)cc1	i	i	i	i	i	i	i	i	0.0	i	10
COc1ccccc1CNC(=O)CCNC(=O)N1CC(=O)Nc2ccccc21	i	i	i	i	i	i	i	i	1.7	i	8
COCCCNC(=O)CS(=O)Cc1nc(-c2ccccc2C)oc1C (stereo not given)	i	i	i	i	i	i	i	i	-0.1	i	25
O=C(CN(c1ccccc1)S(=O)(=O)c1ccccc1)N1CCN(Cc2ccc3c(c2)OCO3)CC1	i	i	i	i	i	i	i	i	-0.9	i	15
NC(=S)c1cc2ccc(O)cc2oc1=O	.	.	i	i	i	i	i	.	0.1	i	9
CCCOc1ccc(CC(=O)NCC2(c3ccccc3)CCOCC2)cc1OC	i	i	i	i	i	i	i	i	0.0	i	-1
COc1cccc(C(C(=O)NC(C)(C)C)N(Cc2ccc(C)cc2)C(=O)CCC(=O)Nc2cc(C)on2)c1OC (stereo not given)	i	i	i	i	i	i	i	i	-0.4	i	12
Cc1ccc(S(=O)(=O)NC(Cc2ccccc2)C(=O)O)cc1 (stereo not given)	i	i	i	i	i	i	i	i	0.1	i	3
